Screening results (PubChem BioAssay)
M5 PAM = human M5 muscarinic receptor positive allosteric modulators, primary screen, CHO-K1 cells, Fluo-8 calcium fluorescence; CHO-K1 hM5, ACh EC20 PAM; 0% = ACh EC20, 100% = ACh EC100; activation, % at 3 µM; 360,000 compounds, 0.3% hits; AID 624038, 2012;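 active = activation above the run cutoff, the mean activation of all test compounds plus 3 SD, cut at about 18% in these data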
Target sequence (P08912 whole entry, looked up): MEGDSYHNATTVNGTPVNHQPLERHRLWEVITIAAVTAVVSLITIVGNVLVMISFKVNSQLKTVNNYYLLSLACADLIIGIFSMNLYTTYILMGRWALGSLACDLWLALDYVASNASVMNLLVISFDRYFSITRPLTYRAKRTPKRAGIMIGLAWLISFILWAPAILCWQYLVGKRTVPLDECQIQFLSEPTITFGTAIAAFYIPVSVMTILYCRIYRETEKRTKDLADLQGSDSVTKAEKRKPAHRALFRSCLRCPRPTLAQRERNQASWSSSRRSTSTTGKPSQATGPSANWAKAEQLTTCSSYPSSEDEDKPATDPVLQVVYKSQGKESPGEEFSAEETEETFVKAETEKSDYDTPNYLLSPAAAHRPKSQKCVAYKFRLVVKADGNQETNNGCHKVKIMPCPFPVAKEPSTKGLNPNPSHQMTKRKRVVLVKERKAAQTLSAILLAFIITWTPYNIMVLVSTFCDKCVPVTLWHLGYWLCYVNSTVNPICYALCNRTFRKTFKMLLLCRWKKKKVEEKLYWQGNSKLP
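system = human M5 receptor in CHO-K1 cells | reagent = EC20 acetylcholine as agonist stimulus | compound dosing = single-point, 3 µM nominal | incubation = Fluo-8 loading 80 min at 37 °C plus 30 min room temperature | detection = Fluo-8 calcium dye fluorescence, kinetic read | benchmarks = low control EC20 acetylcholine (0%), high control EC100 acetylcholine (100%)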
M4 ag = human M4 muscarinic receptor agonists, primary screen, CHO-K1 cells, Fluo-8 calcium fluorescence; Muscarinic acetylcholine receptor M4 (Homo sapiens), P08173; CHO-K1 hM4/Gqi5; vehicle 0%, full acetylcholine response 100%; activation, % at 3 µM; 360,000 compounds, 0.14% hits; AID 624127, 2012;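 active = activation above the run mean over all test wells plus 3 SD, cut at about 32% in these data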;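 also: peak over basal fluorescence ratio per well then scaled between controls; 0% = DMSO wells and 100% = acetylcholine at EC100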
Target sequence (P08173 whole entry, looked up): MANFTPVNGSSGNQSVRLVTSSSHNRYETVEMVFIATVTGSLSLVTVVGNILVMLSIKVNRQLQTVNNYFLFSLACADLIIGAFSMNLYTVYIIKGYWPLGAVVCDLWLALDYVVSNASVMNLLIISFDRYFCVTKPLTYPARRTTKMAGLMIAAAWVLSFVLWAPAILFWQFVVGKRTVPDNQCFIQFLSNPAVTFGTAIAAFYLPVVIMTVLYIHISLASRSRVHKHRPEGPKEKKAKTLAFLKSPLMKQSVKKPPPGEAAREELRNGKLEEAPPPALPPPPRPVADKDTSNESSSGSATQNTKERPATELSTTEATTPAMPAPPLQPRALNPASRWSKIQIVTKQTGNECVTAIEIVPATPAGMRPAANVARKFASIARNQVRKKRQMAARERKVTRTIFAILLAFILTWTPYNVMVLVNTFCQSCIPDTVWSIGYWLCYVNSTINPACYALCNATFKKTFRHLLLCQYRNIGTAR
CHRM4 PAM = human M4 muscarinic receptor positive allosteric modulators, primary screen, CHO-K1 cells, Fluo-8 calcium fluorescence | Muscarinic acetylcholine receptor M4 (Homo sapiens), P08173 | CHO-K1 hM4/Gqi5, ACh EC20; 0% = ACh EC20, 100% = maximal ACh | activation, % at 3 µM | 360,000 compounds, 0.4% hits | AID 624126, 2012;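 active = activation above its plate's cutoff, the mean activation of sample wells plus 3 SD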; also: some results filed as inactive read as strong as hits
CRFR2-BP ag = agonists of CRF-BP/CRF-R2 complex, primary screen, cell-based, HEK293, calcium dye fluorescence, uHTS; calcium dye fluorescence (FLIPR); percent of saturating CRF peptide response; 350,000 compounds, 0.46% hits; activation, % at 13.2 µM; CRF-binding protein / CRF receptor 2 complex (human);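 active = activation of at least 50%, plus an integration ratio under a set limit after plate pattern correction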;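 also: plate controls were neutral control wells without compound for no effect and CRF at EC100 for full effect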
M5 ag = human M5 muscarinic receptor agonists, primary screen, CHO-K1 cells, Fluo-8 calcium fluorescence | Muscarinic acetylcholine receptor M5 (Homo sapiens), P08912 | AID 624037, 2012 | CHO-K1 hM5 cells; 0% DMSO wells, 100% maximal acetylcholine response | activation, % at 3 µM | 360,000 compounds, 0.19% hits;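 active = activation above the run's mean over test compounds plus 3 SD, cut at about 23% in these data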;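 also: signal is peak over basal fluorescence ratio across the kinetic read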
CHRM5 antagonist = human M5 muscarinic receptor antagonists, primary screen, CHO cells, Fluo-8 calcium fluorescence. inhibition, % at 3 µM. Muscarinic acetylcholine receptor M5 (Homo sapiens), P08912. 360,000 compounds, 0.59% hits. CHO-hM5 cells, ACh EC80;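 active = inhibition above a per-plate cutoff, the mean of that plate's test compounds plus 3 SD, cut at about 27% in these data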;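 also: 0% = acetylcholine EC80 with DMSO and 100% = DMSO without agonist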
M4 antag = human M4 muscarinic receptor antagonists, primary screen, CHO cells, Fluo-8 calcium fluorescence | CHO-hM4 cells, ACh EC80 | inhibition, % at 3 µM | 360,000 compounds, 0.73% hits;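 active = inhibition above its plate's cutoff, the mean inhibition of sample wells plus 3 SD, cut at about 27% in these data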;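 also: 0% = acetylcholine EC80 with DMSO and 100% = DMSO without agonist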
CHRM1 PAM = human M1 muscarinic receptor positive allosteric modulators, primary screen, CHO-K1 cells, Fluo-8 calcium fluorescence, 1536-well | CHO-K1 hM1, ACh EC20; 0% = ACh EC20, 100% = maximal ACh | Muscarinic acetylcholine receptor M1 (Homo sapiens), P11229 | activation, % at 3 µM | AID 588819, 2011 | 360,000 compounds, 0.088% hits; in the data active = activation above about 19%, passing the limit was not always enough
M1 antag = human M1 muscarinic receptor antagonists, primary screen, CHO-K1 cells, Fluo-8 calcium fluorescence, 1536-well | Muscarinic acetylcholine receptor M1 (Homo sapiens), P11229 | CHO-K1 hM1, ACh EC80 antagonist | inhibition, % at 3 µM | 360,000 compounds, 1.3% hits | AID 588852, 2011;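 active = percent inhibition above its own plate's cutoff, namely the mean of that plate's compound wells plus 3 SD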;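 also: peak over basal fluorescence ratio during 140 s after agonist addition; 0% = ACh EC80 plus DMSO and 100% = DMSO alone without agonist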
Active calls of the source: *; / = no result given. This is a random part of the collection. Share with any hit: about 2.8%.

SMILES	M5 PAM	M4 ag	CHRM4 PAM	CRFR2-BP ag	M5 ag	CHRM5 antagonist	M4 antag	CHRM1 PAM	M1 antag
COCCN(C(=O)c1ccccc1)c1nnc(-c2cccnc2)s1	6	0	3	-0.2	-2	-2	6	7	-28
CCC(C)Nc1nc(N)c([N+](=O)[O-])c(NCCO)n1 (stereo not drawn)	13	1	1	-0.2	5	1	8	10	-9
CCCCCOCC1CC(C/C(C)=N/Nc2nc(-c3ccccc3)cs2)C(=O)O1 (stereo not drawn)	-4	1	15	-0.9	-2	2	-10	6	-12
COc1cc2c(cc1OC)-c1cc(Nc3ccc(N(C)C)cc3)nc(=O)n1CC2	-11	10	-11	7.1	-2	15	0	2	-8
CSc1nsc(SCC(=O)Nc2ccc(O)c(C(=O)O)c2)n1	-1	0	6	-0.5	2	-1	-9	9	-11
CCOc1nc(-c2ccc(OC)cc2)ccc1-c1noc(C)n1	3	-1	4	0.9	2	-1	-4	8	-7
CCc1c(C)c(C#N)c2[nH]c3ccccc3n2c1=S	0	2	-7	2.0	7	0	0	-6	13
Cc1csc(NC(=O)CSc2nnc(Cn3c(=O)sc4ccccc43)n2-c2ccccc2)n1	-6	4	29*	6.1	3	6	-5	11	-6
Nc1nc2c(ncn2[C@@H]2O[C@H](CNC(=O)[C@H](N)C3CCCCC3)[C@@H](O)[C@H]2O)c(=O)[nH]1	0	0	-3	/	2	3	5	2	-27
CC1(C(=O)N/N=C/c2c(F)c(F)c(F)c(F)c2F)CC1(Cl)Cl (stereo not drawn)	10	3	5	-0.1	-7	-2	-6	-2	2
O=C(NC1(c2ccccc2)CC1)C1CCC(=O)N(Cc2ccc(Cl)cc2)C1 (stereo not drawn)	-1	0	0	-0.4	-6	3	6	13	-17
COc1ccc(C(=O)NCc2nnc(SCC(=O)N3CCC(C)CC3)o2)cc1OC	18	1	10	-0.1	-1	-5	2	12	-32
O=C(N/N=C/c1c[nH]c2ccccc12)c1cc(-c2ccccc2)n[nH]1	-4	5	-2	-0.4	0	4	-1	5	-3
CCN(CC)C(=O)c1ccc(CS(=O)(=O)c2ccc(OC)cc2)o1	-7	4	0	0.5	5	1	0	-2	-5
O=C(Nc1nnc(SCc2c(Cl)cccc2Cl)s1)c1cccc([N+](=O)[O-])c1	10	0	5	7.9	-1	-7	6	4	-25

Quoted at random: 2 entries already listed, in no set order.
SMILES	M5 PAM	M4 ag	CHRM4 PAM	CRFR2-BP ag	M5 ag	CHRM5 antagonist	M4 antag	CHRM1 PAM	M1 antag
CC1(C(=O)N/N=C/c2c(F)c(F)c(F)c(F)c2F)CC1(Cl)Cl (stereo not drawn)	10	3	5	-0.1	-7	-2	-6	-2	2
CCc1c(C)c(C#N)c2[nH]c3ccccc3n2c1=S	0	2	-7	2.0	7	0	0	-6	13

Next records.
SMILES	M5 PAM	M4 ag	CHRM4 PAM	CRFR2-BP ag	M5 ag	CHRM5 antagonist	M4 antag	CHRM1 PAM	M1 antag
Cc1ccc(C(=O)Nc2cccnc2N2CCN(C)CC2)cc1	2	2	0	-1.3	-8	3	2	6	-10
CCOc1ccc(S(=O)(=O)Nc2ccc(S(=O)(=O)N3CCCC3)cc2)cc1	-4	2	-6	0.0	1	-3	1	8	-10
CC(C)CCC(CCNCc1ccccn1)c1ccc(Cl)cc1 (stereo not drawn)	-6	4	-5	0.9	-5	4	6	2	2
CC(C)C(=O)Nc1cccc2nsnc12	3	1	5	0.8	1	2	9	0	-3
Cc1c(O)ccc(-c2n[nH]c(C(=O)O)c2-c2nc3ccccc3s2)c1O	1	2	2	-0.6	-1	5	-2	15	-15
CCCCCC(=O)N(CN1C(=O)CCC1=O)c1ccccc1	1	0	2	1.6	-2	-5	0	-2	0
O=C(Nc1ccc(Cl)cc1)N1CCN(c2ncccn2)CC1	7	3	0	-0.1	1	10	-4	3	-3
CCN1C(=O)CC(Sc2ccccc2N)C1=O (stereo not drawn)	-4	1	1	6.0	-1	3	5	12	-19
Cn1c(=O)[nH]c(=O)c2c1nc(N1CCCCC1)n2CCOc1ccccc1	0	0	1	-1.6	-3	-4	-3	5	-7
CC(=O)CCC1C2C(O)C(C(C)C)C(OC(=O)/C=C/c3ccccc3)CC12C (stereo not drawn)	1	8	-3	2.1	-2	-2	-2	-1	1
Cn1c(=O)oc2cc(S(=O)(=O)NC3CCCCC3)ccc21	0	2	-1	0.7	0	3	3	6	-13
Cc1ccc(NC(=S)NNC(=O)c2c(Cl)c(C)nn2C)cc1	-3	7	12	5.9	2	3	-13	-1	-7
COc1cc(C2C(c3ccccc3)C(c3cc(OC)cc(=O)o3)C2c2ccccc2)oc(=O)c1 (stereo not drawn)	-2	-2	-2	-1.2	6	2	5	-8	1
COc1ccc(OC)c(NC(=O)C(=O)N/N=C(\C)CC(=O)Nc2ccc(Cl)cn2)c1	4	-1	2	-1.3	-2	-1	-11	4	-9
CCNc1c(NS(=O)(=O)c2ccc(OC)cc2)c(=O)oc2ccccc12	-2	12	-11	-1.1	3	2	0	-2	3
Cc1noc(C)c1COC(=O)[C@@H](NC(=O)c1ccccc1)C(C)C	9	1	1	-1.4	-4	-4	-16	6	-8
Cc1nc(SCC(=O)Nc2ccc3c(c2)OCCO3)nc(C)c1C	0	1	8	-0.4	-1	16	-5	1	15
CCOc1cc(NC(=S)NCC2CCCO2)c(OCC)cc1NC(=O)c1cccc(C)c1 (stereo not drawn)	-1	0	5	-2.2	1	-3	-7	0	-3
O=C(CCS(=O)(=O)c1cccc2nsnc12)NCc1ccccc1Cl	3	1	-7	-1.0	-1	-8	-1	9	-7
COc1ccccc1N(CC(=O)Nc1ccc(S(=O)(=O)N2CCOCC2)cc1)S(C)(=O)=O	7	2	-8	-0.8	-3	-4	-7	17	-2
COc1cccc(CNC(=O)Cn2cc3c(n2)CCCCC3)c1	-2	0	1	-1.3	0	2	2	-1	-1
Cc1ccc(CN2CCN(Cc3nc(C(C)C)cs3)CC2CCO)cc1 (stereo not drawn)	0	4	-3	2.8	-7	4	-16	0	-4
CCOC(=O)c1nnn(-c2nonc2N)c1-c1cccc2ccccc12	1	2	-1	-1.0	-9	0	2	0	-22
Cc1cc(C(=O)CSc2ncnc3ccccc23)c(C)n1C1CC1	-8	11	-5	-0.2	4	7	12	-7	7
Nc1nc(-c2ccc3c(c2)CCO3)cs1	3	1	2	0.2	-2	15	-4	5	-8
CCN(C(=O)CSc1nc2ccccc2n1C)C1CCS(=O)(=O)C1 (stereo not drawn)	2	1	6	-0.4	1	0	3	3	1
O=C(CN(Cc1ccccc1F)C(=O)c1csnn1)NC1CCCCC1	4	2	2	-1.8	2	-2	4	4	-9
Cc1cc(NC(=O)c2ccccc2)nc(C)n1	-2	1	-5	-0.6	6	4	2	3	1
O=C(CCC1CCCCC1)Nc1c2c(nn1-c1ccc(F)cc1)CS(=O)C2 (stereo not drawn)	10	1	4	-0.2	-2	-9	-2	13	-33
O=C(O)C1=NN(c2ccccc2)C(=O)CC1	-2	0	-4	0.6	-3	15	-1	4	-6
COc1cc(NCc2ccccc2)c2ncn(C(C)C)c2c1	4	2	-4	-2.0	-1	19	10	-5	11
Nc1ccc(C(CC(=O)O)n2cccc2)cc1 (stereo not drawn)	-4	0	2	0.6	-3	-7	0	5	-1
Cc1cc(C)n2nc(SCCCC(=O)c3ccc(F)cc3)nc2n1	-10	7	7	-1.0	5	5	-12	2	-1
Clc1ccc(OCc2nnc(SCc3nnc(-c4ccccc4)o3)o2)c(Cl)c1	-2	2	-20	2.7	-4	2	-2	-23	12
CC1CN(S(=O)(=O)c2cccc(C(=O)OCC(=O)Nc3ccc4c(c3)OCO4)c2)CC(C)O1 (stereo not drawn)	-4	3	-4	3.6	-5	3	3	2	3
N=C1C2=C3Sc4ccccc4N3CCCC2=NN1c1cccc(S(=O)(=O)O)c1	0	1	18	0.1	-1	11	6	5	-14
CCOC(=O)N1CCN(C(=O)c2cn(C)c3ccc(S(=O)(=O)N4CCC(C)CC4)cc3c2=O)CC1	4	1	-1	-2.0	-4	1	-7	8	-9
N#CC[C@H](Cc1ccccc1)N1CC[C@@H](NC(=O)OCc2ccccc2)CCC1=O	3	0	-1	-0.1	2	7	-1	3	0
O=C(CNc1cccc(C(F)(F)F)c1)N/N=C/c1cn(-c2ccccc2)nc1-c1ccccc1	0	0	5	10	-1	7	0	-6	8
COc1ccccc1NS(=O)(=O)c1cc(C(=O)NCCN2CCOCC2)ccc1Cl	-10	2	2	4.2	-3	-2	-22	4	-6
CN(C)c1cccc(C(=O)Nc2nnc(Cc3ccccc3)s2)c1	-2	0	4	2.0	-1	9	9	1	10
COc1cc(CO)ccc1OCc1nnnn1-c1ccc(C)cc1	-2	1	1	-0.9	-3	6	0	10	-8
CCN1C(=O)NC(c2cc(Br)ccc2OC)C(C(=O)OC)=C1C (stereo not drawn)	2	-1	-2	-1.3	-4	13	-2	1	-16
CCCc1c(C(=O)Nc2ccc(C(F)(F)F)cc2)cnn1-c1ccccc1	13	0	5	4.5	1	-16	-14	12	-25
CC1(C)CC(=O)C(C=NCC2CCN(C(=S)Nc3ccccc3)CC2)=C(O)C1	-5	0	3	-0.6	-7	19	-3	12	-16
NC(c1ccccc1)c1csc(Nc2ccc(C(=O)c3ccccc3)cc2)n1 (stereo not drawn)	-4	10	-1	/	2	8	-12	2	-3
COc1ccc(N2CCN(CCCNC(=O)C3(S(=O)(=O)c4ccc(Cl)cc4)CC3)CC2)cc1	-6	2	-6	4.2	0	2	8	-8	-2
CCCN(Cc1cc2ccc(C)cc2[nH]c1=O)S(=O)(=O)c1ccccc1	0	5	-6	0.4	-2	-3	1	1	-1
Nc1cc(=O)c2[nH]cnc2[nH]1	2	0	1	-0.5	2	0	-4	8	-15
CCOC(=O)C1CCCN(C(=O)COc2ccc(S(=O)(=O)N3CCOCC3)cc2)C1 (stereo not drawn)	-9	1	3	-1.3	12	1	12	-4	11
CC(O)C(=O)N/N=C/c1cccc(Cl)c1Cl (stereo not drawn)	5	0	3	-0.2	-1	-2	5	10	-7
O=C(Nc1cccc(NC(=O)c2ccc(Br)cc2)c1)c1ccccc1	-5	1	-2	2.1	-4	6	-16	0	-9
COc1ccc(C=C2OC(=O)C(C(C)=O)=C2O)cc1	-3	-1	7	0.2	1	2	-13	16	-26
O=C(Nc1ccccc1)C1=C[C@H](c2coc3ccccc3c2=O)C[C@H](OCc2ccc(CO)cc2)O1	-10	14	6	-0.7	-2	12	-2	1	-4
CC(C)CN1CCC(=O)N([C@H](CSc2ccccc2)Cc2ccccc2)CC1	-19	13	-10	-0.8	-6	12	17	-16	17
